Screens from PubChem BioAssay.
TAG inh: inhibitors of triacylglycerol accumulation | H9c2 cells, Nile Red lipid (TAG) fluorescence; cells loaded with 200 µM oleic acid | AID 651582 | 230,000 tested, 0.66% active | inhibition, % at 12.5 µM;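 active = pattern-corrected inhibition of lipid staining of at least 50% with the nuclear-stain viability signal not falling by more than 50%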;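 also: 0% = DMSO wells and 100% = triacsin C control wells; some results filed as inactive read as strong as hits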
TAG inh DAPI viability: second read-out of TAG inh, no call of its own (marks repeat the call); DAPI nuclei signal change (viability), lower = more cytotoxic, %;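 whole-well DAPI fluorescence read on a plate reader as a viability signal; minus 50 percent equals half of cells still viable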
* = called active by the depositor. These rows are one share of the data (hit frequency here may not be typical).

SMILES	TAG inh	TAG inh DAPI viability
c1ccc(CNc2c3c(nc4ncnn24)CCCC3)nc1	-6	-6
Cc1ccc(S(=O)(=O)Nc2c(C)n(C)n(-c3ccccc3)c2=O)cc1C(=O)NCc1ccccc1	2	-3
Cc1c(Cl)cccc1NC(=S)N1CCCCCC1	-6	-1
COC(=O)N1c2ccccc2C=Cc2ccccc21	0	3
CCNC(=O)C(=O)NCCC1CCCCN1S(=O)(=O)c1cccs1 (configuration not stated)	4	-11
COc1cc(C(=O)O/N=C2/C=CC(=O)C(C)=C2C)cc(OC)c1OC	-11	7
Cc1cccc(C(=O)O[C@@H]2[C@H](Cc3ccccc3)NS(=O)(=O)[C@H]3C[C@@H]4C=C[C@]23O4)c1	-4	-1
COc1ccc(S(=O)(=O)N(C)c2ccc(C(=O)NC3CCCC3)cc2)cc1	13	-4
C=CCN1CCN(C(c2ccccc2OC)c2nnnn2C(C)(C)C)CC1 (configuration not stated)	15	-24
CC1(C)OC(=O)C(=NNc2ccccc2[N+](=O)[O-])C(=O)O1	0	1
O=C(Cc1cccs1)N1CCN(S(=O)(=O)c2ccc(F)c(F)c2)CC1	-11	-1
Cc1ccc(Cc2nnc(SCC(=O)Nc3ccc(C)cc3C)[nH]c2=O)cc1	3	2
COc1cccc(/C=C/C(=O)Nc2ccc3c(c2)OCCO3)c1	4	2
COc1ccc(CNC(=O)C(C)OC(=O)C23CC4CC(CC(O)(C4)C2)C3)cc1 (configuration not stated)	1	11
CCCCN(C(C)=O)c1c(CC)nc2ccc(C(=O)NCc3cccs3)cn12	-7	8
Cc1ccc(-c2nc(CN(Cc3cnn(C)c3)C(C)C)c(C)o2)o1	-6	22
N#Cc1ccc(-c2cccc3nccn23)cc1	19	24
O=C(Nc1ccccc1)Nc1ccc(Nc2ccccc2)cc1	-18	2
Fc1ccc2[nH]c3c(N4CCSCC4)ncnc3c2c1	-35	6
CCc1c(Cl)nc(N)nc1Nc1ccccc1C	2	2

3 of these compounds in another layout:
Sequence of screens – TAG inh | TAG inh DAPI viability
CCNC(=O)C(=O)NCCC1CCCCN1S(=O)(=O)c1cccs1 (configuration not stated)
  4 | -11
COc1cc(C(=O)O/N=C2/C=CC(=O)C(C)=C2C)cc(OC)c1OC
  -11 | 7
Cc1cccc(C(=O)O[C@@H]2[C@H](Cc3ccccc3)NS(=O)(=O)[C@H]3C[C@@H]4C=C[C@]23O4)c1
  -4 | -1

Further entries
SMILES	TAG inh	TAG inh DAPI viability
CCCCN(C)C(=O)c1sc(=O)n(Cc2ccc(Cl)c(Cl)c2)c1C	7	-2
NNC(=O)COc1ncn(-c2ccccc2)n1	-8	3
O=C(NC1CC2CCC(C1)N2Cc1nnnn1Cc1ccco1)NC12CC3CC(CC(C3)C1)C2 (configuration not stated)	21	-6
O=C(Nc1nnc(-c2ccc(Cl)cc2)o1)c1ccccc1Br	1	-14
CCCOc1ccc(N2C(=O)CC(N3CCN(S(=O)(=O)c4ccccc4)CC3)C2=O)cc1 (configuration not stated)	13	1
CCOC(=O)c1cc(-c2cc(OC)c(OC)c(OC)c2)nc2c1c(=O)[nH]c(=O)n2Cc1ccccc1	40	40
COc1ccccc1CNc1nc(NC(C)C)nc2cc(-c3ccccc3)sc12	49	21
CC1CN(c2nc(-c3ccccc3)nnc2-c2ccccc2)CC(C)O1 (configuration not stated)	27	0
COc1ccc(N2C(=O)C3CCCN3C2c2ccc(C)o2)cc1 (configuration not stated)	8	-14
CCOc1ccc(C(=O)Nc2ccccc2C(=O)O)cc1	19	-5
NC(=O)N1OCC2COc3ccc4ccccc4c3C21 (configuration not stated)	-17	6
COCCNC(=O)CS(=O)Cc1nc(-c2ccccc2C)oc1C (configuration not stated)	-4	-4
COc1ccc(NS(=O)(=O)c2ccc(C)c(C(=O)N3CC(C)OC(C)C3)c2)cc1 (configuration not stated)	-12	8
COC(=O)c1ccc(CSc2ccc3nnc(-c4ccccn4)n3n2)o1	-1	-1
Cc1ccc(N(CCC#N)C(=O)COC(=O)c2ccccc2SCC(=O)N2CCCC2)cc1	0	-5
O=C1[C@@H]2C(c3cccnc3)=NO[C@@H]2C(=O)N1c1ccc(Br)cc1	2	0
CC(C)Oc1ccc(C(CC(=O)O)c2ccc(F)cc2)cc1 (configuration not stated)	12	-8
CCCc1ccc(C(=O)Cn2nc(C(=O)O)c3ccccc3c2=O)cc1	-8	-1
O=C(CCc1nc2ccccc2c(=O)[nH]1)N1CCN(S(=O)(=O)c2cc(Cl)ccc2Cl)CC1	9	-4
CC(OC(=O)/C=C/c1ccco1)C(=O)NC1CCCCC1 (configuration not stated)	-5	9

A second format for some results above.
Each structure is followed by: TAG inh, TAG inh DAPI viability
- CCCc1ccc(C(=O)Cn2nc(C(=O)O)c3ccccc3c2=O)cc1
    -8, -1
- O=C(CCc1nc2ccccc2c(=O)[nH]1)N1CCN(S(=O)(=O)c2cc(Cl)ccc2Cl)CC1
    9, -4

Part of the list above, set out differently:
CCOc1ccc(C(=O)Nc2ccccc2C(=O)O)cc1
  TAG inh: 19	TAG inh DAPI viability: -5

COc1cccc(/C=C/C(=O)Nc2ccc3c(c2)OCCO3)c1
  TAG inh: 4	TAG inh DAPI viability: 2

COC(=O)N1c2ccccc2C=Cc2ccccc21
  TAG inh: 0	TAG inh DAPI viability: 3

Further entries follow.
SMILES	TAG inh	TAG inh DAPI viability
NC(=NC(=O)c1cccc(C(F)(F)F)c1)c1ccc(C(F)(F)F)cn1	-9	-2
O=C(CCCN1C(=O)/C(=C\c2ccccc2)SC1=S)Nc1ccccc1O	7	-2
CC(C)(C)c1ccc(C(=O)Nc2ccc(C(=O)N3CCCC3)cc2)cc1	23	-4
O=C(Nc1nccs1)c1cnc2sccn2c1=O	8	9
COc1ccc(OC)c(NC(=O)C(=O)/C=C(\O)c2cc(OC)ccc2OC)c1	-3	13
CN(C)CC/C=C1/c2cc(F)ccc2Sc2ccc(Cl)cc21	3	18
Cc1ccc(C)c2[nH]c(=O)c(CCNC(=O)c3cccs3)cc12	1	0
CC(Oc1ccc(C(=O)c2ccc(F)cc2)cc1)C(=O)N1CCOCC1 (configuration not stated)	-9	2
CC(C)(C)c1ccc(S(=O)(=O)CCc2ccccn2)cc1	-10	-3
COc1cc(-c2nnc(-c3ccco3)o2)ccc1OCc1ccccc1	-6	39
COc1ccc(C2CC(c3cccs3)=NN2c2nc(C)c(C(C)=O)s2)cc1OC (configuration not stated)	27	-2
Cc1ccc(OCc2nnc(SCC(=O)Nc3ncc(C)s3)o2)cc1	-1	-3
O=C(Nc1ccccc1)c1ccc(F)c(S(=O)(=O)N2CCOCC2)c1	3	9
CCNS(=O)(=O)c1ccc(CCC(=O)NCc2ccc(C)cc2)cc1	6	-3
COc1ccc(C(=O)Nc2ccccc2N2CCOCC2)cc1[N+](=O)[O-]	5	-2
O=C(CCN1CCCCCC1)Nc1ccccc1F	2	-9
CN(CC(=O)Nc1ccc(F)cc1)C(=O)CN1C(=O)NC(CCc2ccccc2)C1=O (configuration not stated)	5	0
C=CCn1c(CNc2ccccc2)nnc1SCC(=O)N/N=C/c1ccccc1O	0	-17
COCCN(Cc1cc2cccc(C)c2[nH]c1=O)C(=O)c1ccccc1	19	-26
Cc1ccc(S(=O)(=O)Cn2nnnc2C(C(C)C)N2CCN(C(=O)c3ccco3)CC2)cc1 (configuration not stated)	-18	4

Random excerpt: 5 records from the list
SMILES	TAG inh	TAG inh DAPI viability
O=C(Nc1nccs1)c1cnc2sccn2c1=O	8	9
CC(C)(C)c1ccc(C(=O)Nc2ccc(C(=O)N3CCCC3)cc2)cc1	23	-4
Cc1ccc(OCc2nnc(SCC(=O)Nc3ncc(C)s3)o2)cc1	-1	-3
CN(C)CC/C=C1/c2cc(F)ccc2Sc2ccc(Cl)cc21	3	18
COc1ccc(C(=O)Nc2ccccc2N2CCOCC2)cc1[N+](=O)[O-]	5	-2

Going on with the list.
SMILES	TAG inh	TAG inh DAPI viability
COc1ccc(/C=C/C(=O)O/N=C(\N)c2cccnc2)cc1OC	10	-3
Cc1ccc(OCc2ccc(C(=O)NCc3cccnc3)cc2)cc1C	22	-14
O=c1ccnc(NCCc2ccccc2)[nH]1	-3	-9
CC(NC(=O)c1cc(Br)ccc1Cl)c1ccccc1 (configuration not stated)	5	-4
Cc1cc(C)c(NC(=O)CSc2nnc(-c3ccncc3)n2Cc2ccco2)c(Cl)c1	-8	11
O=C(Nc1c(C(=O)N2CCOCC2)cnn1-c1ccccc1)c1ccc(F)cc1	-9	3
Cc1ccccc1CS(=O)(=O)CCC(=O)NCc1ccccn1	-5	-5
O=C(Nc1ccnn1C1CCN(C(=O)c2cccc(C(F)(F)F)c2)CC1)C1CC1	1	-6
COc1ccc(S(=O)(=O)N2CCN(c3ncccn3)CC2)cc1OC	-5	-10
N#Cc1ccc(NC(=S)Nc2ccccc2)cc1	7	2
Cc1c(OCc2ccccc2)c(=O)ccn1Cc1ccc(Cl)cc1	-1	4
O=C(NCCO)C1CCN(C(=O)c2ccc(-c3ccccc3)cc2)CC1	-1	0
Cc1ccccc1NC(=O)NCC1CCCO1 (configuration not stated)	13	1
CCC(C)NC(=O)Nc1ccc(Br)cc1Cl (configuration not stated)	-12	11
NS(=O)(=O)c1ccc(CCNC(=O)Cc2ccc(S(=O)(=O)N3CCCC3)s2)cc1	4	0
CCN(CC)S(=O)(=O)c1ccc(/C=C/C(=O)Nc2ccccc2N2CCOCC2)cc1	16	-4
O=C(CSc1nc(=O)n(CCCN2CCOCC2)c2c1CCCC2)Nc1ccc(F)cc1	13	-7
CCN(CC)CCNC(=O)c1ccc(Sc2ccc(C)cc2)c(NC(C)=O)c1	7	6
COc1ccccc1C(=O)NCCC(=O)NNC(=O)C1COc2ccccc2O1 (configuration not stated)	7	1
NC(=S)c1ccc[n+]([O-])c1	3	-3
Cc1sc2ncnc(SCC(=O)c3ccc(O)cc3O)c2c1C	-30	5
CCN1CCN(C(=O)c2ccc(CN(c3ccc(C)c(C)c3)S(C)(=O)=O)cc2)CC1	5	-10
CCCn1nc(C(=O)OCC(=O)c2c(N)n(C)c(=O)n(C)c2=O)c2ccccc2c1=O	-9	-2
Cc1csc(SCC(=O)NC(C)C2CC3CCC2C3)n1 (configuration not stated)	-13	-1
Cc1csc(SC(C)c2nc3scc(-c4ccccc4)c3c(=O)[nH]2)n1 (configuration not stated)	-20	12
O=C(NCCc1ccccc1)c1cc([N+](=O)[O-])ccc1N1CCOCC1	6	-5
Cc1ccsc1C(=O)OCC(=O)NC1CCCCC1	-2	-6
CCN(c1ccc(NC(=O)COC(=O)c2ccc([N+](=O)[O-])o2)cc1)C(C)C	-7	3
Cc1csc(NC(=O)CSc2nc3ccccc3c(=O)[nH]2)n1	-3	6
CC(=O)Nc1sc(NC(=O)c2ccc(C)cc2)nc1-c1cccs1	32	-11
Clc1ccc(SCCN2CCNCC2)cc1	19	5
COc1ccc([C@H]2C[C@@H](O)[C@H](n3cc(C4CC4)nn3)CN2Cc2cccs2)cc1	-18	0
CN(C)S(=O)(=O)c1cccc(NC(=O)CCc2c[nH]c3ccccc23)c1	-1	1
CCCCC[n+]1ccn(C2=C([O-])c3ccccc3C(=O)/C2=N\S(=O)(=O)c2ccc(Br)cc2)c1	1	8
COC(=O)c1cn(NC(=O)c2cc(OC)cc(OC)c2)c(=O)c2ccccc12	-14	3
COc1cc2c(cc1OC)C(C)N(C(=O)Cn1ncc3c1-c1ccccc1OC3)CC2 (configuration not stated)	3	-6
Cc1cc(NS(=O)(=O)c2ccc(NC(=O)c3ccc(Cl)nc3)cc2)nc(C)n1	95	-90
COc1ccc(Cc2nnc(NC(=O)Cn3cnc4c3c(=O)n(C)c(=O)n4C)s2)cc1	11	-1
CCN1CCN(c2ccc(S(=O)(=O)N3CCCCC3)cc2NC(=O)/C=C/c2ccc(F)cc2)CC1	3	8
CCOc1ccc(-c2nc(N)ncc2Oc2ccc(OC)cc2)c(O)c1	-18	5
CC1=NNC(=O)C1C(c1ccc(F)cc1)C(C#N)C#N (configuration not stated)	-4	4
CCCC(=O)Nc1ccccc1-c1nnn(CC(=O)Nc2ccc(OCC)cc2)n1	35	6
COc1ccc(OC(C)C(=O)N2CCOCC2)cc1 (configuration not stated)	-21	13
O=C1c2ccccc2C(Nc2ccc(-c3nc4ccccc4[nH]3)cc2)N1Cc1ccco1 (configuration not stated)	-1	1
CCC(=O)NNc1cc(=O)c2c(=O)n(C)c(=O)n(C)c2[nH]1	8	-7
Cc1cc(F)ccc1-c1cc(C(=O)NCc2ccco2)[nH]n1	1	7
CCc1ccc(C(=O)NNC(=O)c2c(CC)noc2C)cc1	1	6
Cc1ccc(C)c(C(O)c2ncc(-c3ccc(Cl)cc3)[nH]2)c1 (configuration not stated)	-35	2
O=C(COC(=O)/C=C/c1ccc2c(c1)OCO2)NCc1ccccc1	-5	-1
CCOC(=O)CCCNC(=O)CSc1nc2ccc(OCC)cc2[nH]1	-2	1
O=C(CCNC(=O)c1ccccc1Cl)Nc1ccccc1N1CCCC1	-12	9
Cc1ccc(C)c(S(=O)(=O)N(C)C2(C)CCS(=O)(=O)C2)c1 (configuration not stated)	-18	9
C=CCCN(Cc1ccccc1)S(=O)(=O)c1cc(Br)ccc1Br	-9	-6
CN(Cc1ccccc1)C(=O)Cn1c(=O)oc2cc(S(=O)(=O)N3CCCC3)ccc21	4	-4
Cc1ccc(N2C(=O)N(CC(=O)Nc3ccc(F)c(F)c3)C(=O)C2C)cc1 (configuration not stated)	-9	10
CC1(C)CC(=O)c2sc(NC(=O)CCS(=O)(=O)c3ccccc3)nc2C1	6	-11
CCOc1ccc(NC(=O)C(C)Sc2nccn2C)cc1 (configuration not stated)	3	-1
CC1CC(C)CN(C(=O)c2ccc(S(=O)(=O)N3CCCC3)cc2)C1 (configuration not stated)	7	-5
COC(=O)Cc1ccc(NC(=O)c2ccc(Br)o2)cc1	4	-2
O=C(COc1ccc(Cl)cc1)Nc1ccc2oc(-c3ccncc3)nc2c1	25	-5
O=C(CCn1c(=S)[nH]c2ccccc2c1=O)NCCc1ccc(Cl)cc1	5	1
CSc1ccc(S(=O)(=O)NCC(=O)OCC(=O)N2CCCC2=O)cc1[N+](=O)[O-]	4	-4
